Screening data as filed in PubChem.
TexasRed fluor – Texas Red fluorescence interference in TRb-SRC2 counter-screen | TRb/SRC2 Texas Red total fluorescence interference | Potency, µM (series often up to 106 µM), for the others: top-dose fluorescence change, negative = quenching | 280,000 compounds, 0.29% hits | AID 1479; active means well fitted curve in either direction with a large enough effect; inconclusive means small, poorly fitted or top-dose-only effect
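Human TRb ligand-binding domain at 0.6 uM with 20 nM Texas Red SRC2 peptide in Tris buffer containing 1 uM T3 and 5% DMSO, incubated with compound 5 h at ambient temperature. Total fluorescence (555/632 nm) calculated as parallel + 2 × perpendicular.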
Tau fibril ThT – blocks human tau fibril formation measured by thioflavin T; P10636; recombinant tau K18 P301L (four-repeat tau fragment), heparin-induced fibrillization, ThT fluorescence; Potency, µM (highest dose often 57.4 µM), for inactives: at the highest dose activity, negative = inhibition, actives largely listed as inhibitors; 270,000 compounds, 2.1% hits; AID 1460; further: nearly all actives have a fitted effect of over 55% in size
Target sequence (P10636 561-689 P618L limits assumed): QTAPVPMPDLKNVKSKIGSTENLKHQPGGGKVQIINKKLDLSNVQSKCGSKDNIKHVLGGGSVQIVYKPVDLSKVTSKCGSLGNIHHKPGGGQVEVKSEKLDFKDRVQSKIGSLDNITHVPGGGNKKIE
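K18 P301L tau (15 uM + 0.24 uM Alexa 594-tagged), heparin 20 uM, NaOAc pH 7, 6 h 37 C; ThT 30 uM, 1 h RT, ex 450/em 510 nm.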
KDM4E inh – blocks human JMJD2E demethylase activity | Potency, µM (doses to about 57.1 µM), inactives show top-dose activity change, negative = inhibition, most hits filed as inhibitors | 230,000 compounds, 1.6% hits | JMJD2E catalytic domain, FDH-coupled NADH fluorescence (FDH is formaldehyde dehydrogenase); active means well fitted inhibition curve with a large enough effect, not every such curve was filed as active; inconclusive means small, poorly fitted or top-dose-only effect, or another doubt; inactive means no such curve, though single readings can be large or run the other way;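 further: 0% = wells with enzyme and -100% = buffer wells without enzyme; nearly all actives have a fitted effect of over 50% in size; many of its hits are not listed in these tables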
RGS12 GoLoco inh – inhibitors of human Gai1-RGS12 GoLoco interaction (red fluorophore); P63096; Gai1:RGS12 GoLoco peptide FP, rhodamine, 10 min; Potency, µM (titrated, usually from 61.6 µM), for inactives: top-dose activity, negative = inhibition, hits mostly inhibitors; 230,000 compounds, 0.44% hits; active means well fitted inhibition curve with a large enough effect, not every such curve was filed as active; inactive means no such curve, though single readings can be large or run the other way; further: nearly all actives have a fitted effect of over 30% in size; many of its hits are not listed in these tables
RECQ1 inh – RECQ1 (human) helicase inhibition; P46063; RECQ1 DNA unwinding, red fluorescence kinetic read; Potency, µM (highest dose often 57.3 µM), inactives show at the top dose activity, negative = inhibition, usual class: inhibitors; 240,000 compounds, 0.54% hits; AID 2549;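 further: plate controls were vehicle for no effect and no enzyme for full effect; nearly all actives have a fitted effect of over 30% in size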
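50 nM RECQ1T1 preincubated 15 min with compound in Tris pH 8.0 buffer with MgCl2, DTT, Tween-20 and 2.5 ug/ml poly(dI-dC); started with 200 nM TAMRA/BHQ-2 forked duplex and 2 mM ATP. Unwinding read as fluorescence (525/598 nm), two reads 2 h apart.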
L3MBTL1 block – L3MBTL1 (human) inhibition; Q9Y468; AlphaScreen L3MBTL1–H3K9me1 peptide binding; 230,000 compounds, 0.66% hits; Potency, µM (highest dose often 57.1 µM), without a hit: at the highest dose activity, negative = inhibition, most hits filed as inhibitors; further: nearly all actives have a fitted effect of over 60% in size
Target sequence (Q9Y468 whole entry, looked up): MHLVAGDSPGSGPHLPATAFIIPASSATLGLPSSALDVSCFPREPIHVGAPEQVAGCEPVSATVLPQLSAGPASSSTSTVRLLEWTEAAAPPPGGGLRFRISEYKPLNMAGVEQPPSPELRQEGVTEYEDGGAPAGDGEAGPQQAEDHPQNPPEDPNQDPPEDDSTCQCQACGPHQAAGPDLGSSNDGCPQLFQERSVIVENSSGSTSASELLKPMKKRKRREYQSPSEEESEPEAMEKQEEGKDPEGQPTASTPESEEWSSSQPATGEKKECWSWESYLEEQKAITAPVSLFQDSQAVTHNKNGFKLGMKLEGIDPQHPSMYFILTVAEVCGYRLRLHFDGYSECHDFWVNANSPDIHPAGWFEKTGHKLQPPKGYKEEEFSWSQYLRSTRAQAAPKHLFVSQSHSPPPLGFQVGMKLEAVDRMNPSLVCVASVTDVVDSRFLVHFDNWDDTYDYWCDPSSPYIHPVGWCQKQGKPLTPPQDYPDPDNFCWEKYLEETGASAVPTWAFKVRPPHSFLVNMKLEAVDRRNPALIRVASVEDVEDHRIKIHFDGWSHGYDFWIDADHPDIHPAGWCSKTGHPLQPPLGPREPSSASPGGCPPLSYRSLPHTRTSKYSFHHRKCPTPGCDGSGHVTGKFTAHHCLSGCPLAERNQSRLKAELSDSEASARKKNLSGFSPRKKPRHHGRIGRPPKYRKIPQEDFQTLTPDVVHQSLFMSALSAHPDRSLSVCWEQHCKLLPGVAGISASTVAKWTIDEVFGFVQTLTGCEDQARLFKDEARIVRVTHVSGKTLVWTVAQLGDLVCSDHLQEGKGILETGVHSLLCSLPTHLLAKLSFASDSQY
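AlphaScreen proximity signal between nickel-chelate acceptor and streptavidin donor beads (final 10 ug/mL) reports binding of 50 nM L3MBTL1 to 75 nM biotin-H3 K9me1 peptide; complex incubated with compounds 30 min at room temperature; cefsulodin titration as control.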
TRb-SRC2 inh – disrupts binding of human TR beta to SRC2; Potency, µM (series often up to 106 µM), inactives show top-dose activity change, negative = inhibition, actives largely listed as inhibitors; TRbeta-SRC2 peptide binding, fluorescence polarization; receptor liganded with 1 µM T3; P10828; 280,000 compounds, 0.065% hits;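 further: plate controls were bound peptide for no effect and peptide without receptor for full effect; nearly all actives have a fitted effect of over 50% in size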
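Read-out is fluorescence polarization (555 nm excitation, 632 nm emission) of a Texas Red SRC2 coactivator peptide; loss of signal reflects blocked binding to human TRb ligand-binding domain in the presence of 1 uM T3.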
Tau fibril FP – tau fibrillization inhibition (FP); P10636; K18 P301L tau heparin fibrillization, Alexa594 FP, 6 h; Potency, µM (top dose mostly 57.7 µM), inactives show at the highest dose activity, negative = inhibition, hits mostly inhibitors; 280,000 compounds, 0.39% hits; further: nearly all actives have a fitted effect of over 55% in size
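Steps: dispense K18 P301L tau (15 uM plus 0.24 uM Alexa 594 tracer, final) in pH 7 sodium acetate; add compound; add heparin (20 uM final); incubate 6 hr, 37 C; add ThT (30 uM final); after 1 hr ambient, read FP.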
Starred values were filed as active, the others as inactive; i = inactive; ? = inconclusive; . = not tested or not shown; & = joins results of further samples; [ ] = another dose, or the depositor's remark. Unless noted, the call rests on the fitted dose curve; in most records, active means well fitted curve in the direction sought with a large enough effect; inconclusive means small, poorly fitted or top-dose-only effect, or another doubt; inactive means no such curve, though single readings can be large; an effect the other way counts as inactive or inconclusive. Unless noted, on the % scale 0 is the no-effect control and ±100 the full control effect; potency means the concentration at half of the fitted maximal effect.

SMILES	TexasRed fluor	Tau fibril ThT	KDM4E inh	RGS12 GoLoco inh	RECQ1 inh	L3MBTL1 block	TRb-SRC2 inh	Tau fibril FP
Cc1cc(NC(=O)N2CCC(CN3CCOCC3)CC2)ccc1Br	79µM*[quencher]	5%	.	.	.	.	-17%	-10%
O=C(O)CCC(NC(=O)c1ccc(Cl)cc1)C(=O)O (stereo not given)	-1%	6%	-29%	-20%	19%	10%	-4%	-5%
CSC1=N/C(=C\c2cccc(Cl)c2)C(=O)N1N(C)C	0%	-11%	-1%	8%	-1%	-17%	1%	-9%
CC1=NN(C(=O)c2c(Br)cnn2C)C(O)(C(F)(F)F)C1 (stereo not given)	.	11%	4%	12%	-3%	32%[activator]	.	11%
CCN(CC)C(=O)CSc1nc(-c2ccccc2)cc(=O)[nH]1	-2%	-15%	-2%	1%	14%	-1%	-1%	-2%
C=CCc1ccc(OCCCN2CCCC(C)C2)c(OC)c1 (stereo not given)	3%	2%	?	-9%	i	.	-19%	0%
O=C(CSc1ccccn1)Nc1nc2ccc(Br)cc2s1	0%	-19%	11%	-9%	-3%	0%	-4%	?
CCOc1ccc(NC(=O)Nc2nnc(CC(=O)NCc3ccccc3)s2)cc1	-3%	1%	-6%	25%	3%	1%	6%	-9%
COc1cc(/C=N/Nc2nc3ccccc3[nH]2)cc(OC)c1O	-10%	11µM*	?	.	-27%	-6%	-2%	?
Cc1c(C(=O)N(C)C)c2cc(Cl)ccc2n1O	-8%	-12%	-5%	-5%	2%	2%	-5%	-6%
COc1ccc2[nH]c(=O)c(CN(CCCN3CCOCC3)C(=O)NCc3ccccc3)cc2c1	-6%	-2%	0%	.	-7%	9%	5%	-3%
O=C(NCCc1nc2ccccc2[nH]1)/C(=C/c1ccc2c(c1)OCO2)NC(=O)c1ccc(Cl)cc1Cl	-2%	-7%	2%	1%	-17%	-3%	0%	3%

Four records drawn at random from the list so far, as already listed:
SMILES	TexasRed fluor	Tau fibril ThT	KDM4E inh	RGS12 GoLoco inh	RECQ1 inh	L3MBTL1 block	TRb-SRC2 inh	Tau fibril FP
O=C(CSc1ccccn1)Nc1nc2ccc(Br)cc2s1	0%	-19%	11%	-9%	-3%	0%	-4%	?
COc1cc(/C=N/Nc2nc3ccccc3[nH]2)cc(OC)c1O	-10%	11µM*	?	.	-27%	-6%	-2%	?
C=CCc1ccc(OCCCN2CCCC(C)C2)c(OC)c1 (stereo not given)	3%	2%	?	-9%	i	.	-19%	0%
Cc1c(C(=O)N(C)C)c2cc(Cl)ccc2n1O	-8%	-12%	-5%	-5%	2%	2%	-5%	-6%

(next part)
SMILES	TexasRed fluor	Tau fibril ThT	KDM4E inh	RGS12 GoLoco inh	RECQ1 inh	L3MBTL1 block	TRb-SRC2 inh	Tau fibril FP
CCC(=O)Nc1ccc2c(c1)ncn2-c1ccccc1C	-3%	-8%	15%	9%	i	-7%	-1%	-6%
C=CCn1c(SCC(=O)N(CC)C2CCS(=O)(=O)C2)nc2ccccc2c1=O (stereo not given)	0%	-1%	1%	3%	i	.	5%	3%
COc1ccc(Cl)cc1-c1csc(N)n1	-2%[53 µM]	-17%	?	-2%	-13%	-9%	-1%[53 µM]	10%
O=C(CSc1nccn1C1CCCC1)Nc1ccccc1	3%	18%	.	.	.	.	4%	6%
CCOC(=O)c1sc2ccccc2c1S(=O)(=O)NCc1ccc(F)cc1	-3%	?	.	.	.	.	5%	-10%
CC(Sc1nc(N2CCOCC2)c2c(c1C#N)CC(C)(C)OC2)C(=O)Nc1ccccc1 (stereo not given)	-3%	-11%	?	-9%	0%	5%	-7%	?
CC(=O)c1cccc(N(CC(=O)N2CCCCC2)S(C)(=O)=O)c1	1%	-13%	3%	11%	-4%	.	-8%	6%
O=C(Cc1noc2ccccc12)Nc1ccc2ccccc2c1	-3%	7%	?	0%	-3%	7%	-11%	?
COc1ccc(CNC(=O)Nc2cccc3ccccc23)cc1	-2%	-1%	?	-3%	0%	.	-3%	-9%
CN(C)CC(O)CN1C(=O)N(CN2C(=O)N(CC(O)CN(C)C)C(=O)C2(C)C)C(C)(C)C1=O (stereo not given)	0%	2%	-4%	-8%	i	1%	5%	1%
COc1cc(SC)ccc1C(=O)OCC(=O)NC1CCCC1	-3%	0%	-4%	1%	-6%	-2%	2%	0%
Cc1cc(NC(=O)CSc2ccc(-c3nc4cc(C)c(C)cc4[nH]3)cn2)no1	0%	0%	5%	164%[activator]	-4%	-15%	15%	1%
COC(=O)c1c(-c2cccnc2)csc1NC(=O)c1cc(C)on1	-1%	?	-24%	15%	0%	-1%	8%	?
c1cncc(-c2ccc3ncnc(N4CCNCC4)c3c2)c1	-5%	-9%	?	3%	-12%	.	1%	5%
CCc1nnc(NC(=O)CN2CCN(C(=O)c3ccccc3)CC2)s1	-1%	1%	-3%	10%	-7%	4%	-5%	1%
CCOc1ccc(CN(C)CC(=O)Nc2ccc([N+](=O)[O-])cc2Cl)cc1	?	-18%	7%	-5%	-12%	-14%	-14%	14%
CC(C)Sc1ncc(Cl)c(C(=O)Nc2ccc(S(=O)(=O)N3CCCCC3C)cc2)n1 (stereo not given)	1%	-4%	.	.	.	.	4%	-4%
Cc1ccc(Cn2c(C)c(CNCCCc3ccccc3)c(C(=O)O)c2C)cc1	-2%	12%	.	.	.	.	0%	6%
O=C1CC(c2ccc(Br)cc2)NC(c2ccc(Br)cc2)C1c1ccccc1 (stereo not given)	0%	2%	4%	4%	5%	4%	11%	6%
O=C(NC1CCCC1)C1CCCN(S(=O)(=O)c2cnc[nH]2)C1 (stereo not given)	-1%	-3%	2%	0%	-6%	.	-16%	1%
Fc1ccc(-c2cc(C(F)(F)F)nc(NCc3ccccc3)n2)cc1	-1%	-1%	.	.	.	.	0%	-6%
COc1cccc(NC(=O)c2ccc(NC(=O)C3CC(=O)OC34CCCCC4)cc2)c1 (stereo not given)	-7%	?	8%	-4%	i	5%	-3%	-16%
CCOC(=O)C1CCN(Cc2cnc(NC(=O)OC)s2)CC1	-2%	-12%	0%	0%	i	6%	-10%	-5%
O=C(NC(Cc1ccccc1)C(=O)O)C1CCCCC1 (stereo not given)	1%	-11%	6%	-11%	-15%	5%	0%	-2%
O=C(N/N=C/c1cc([N+](=O)[O-])ccc1Cl)c1cc(-c2ccccc2)nc2ccccc12	-3%	-3%	7%	4%	i	.	-3%	-15%
Cc1nc2ncnn2c(N2CCN(C(c3ccccc3)c3ccccc3)CC2)c1C	1%	-15%	3%	5%	i	.	-13%	-10%
CCOC(=O)C1=C(C)NC2=C(C(=O)CC(c3ccc(OC)c(OC)c3)C2)C1c1ccc(C)o1 (stereo not given)	-2%	-9%	-21%	-1%	-12%	-1%	-1%	10%
CCc1ccc(CNC(=O)Cn2nc(-c3ccccc3)ccc2=O)cc1	0%	-3%	-7%	-16%	5%	.	1%	-1%
Cn1c(=O)c(C(=O)COC(=O)c2cc(-c3ccco3)nc3ccccc23)c(N)n(Cc2ccccc2)c1=O	-1%&-4%	?	?	31%&45%[activator]	32µM*	?	3%&3%	-10%&0%
CCOC(=O)C1(CC)NC(c2ccco2)C2C(=O)N(c3ccc(C)cc3)C(=O)C21 (stereo not given)	1%	?	-1%	36%[activator]	-2%	?	-20%	?
O=C(O)CCCn1cc(NC(=O)c2cc(F)c(F)cc2Cl)cn1	-2%	18%	-4%	23%	i	24%	-5%	-6%
CC1CCCCC1NC(=O)COC(=O)CNC(=O)c1cccc(F)c1 (stereo not given)	0%	2%	-2%	-12%	3%	-26%	-13%	-2%
CCOC(=O)c1c(C)[nH]c(C)c1S(=O)(=O)NCC(=O)Nc1ccc(C)c(N(C)C)c1	1%	-4%	.	.	.	.	-7%	7%
CSCCC1C(=O)OC2(C)CC(C)(C)NC(=S)N12 (stereo not given)	-2%	-5%	-1%	11%	-6%	-9%	-2%	3%
[O-]/C(=C(\C(=S)Nc1ccc(Cl)cc1)[n+]1ccccc1)c1ccc(OC(F)F)cc1	-2%	?	-3%	11%	-5%	-12%	1%	4%
COc1ccc(NS(=O)(=O)c2cc(C(=O)N3CCN(C(C)=O)CC3)ccc2Cl)cc1	2%	0%	8%	7%	i	7%	1%	0%
NCCC(=O)N[C@@H](Cc1cnc[nH]1)C(=O)O	-1%	3%	10%	9%	-1%	.	-1%	0%
COc1ccc(-c2nc(NC(=O)c3ccccc3)sc2-c2ccc([N+](=O)[O-])cc2)cc1	1%	?	3%	11%	-20%	0%	-6%	5%
CC1(C)CC(=O)C(C=Nc2ccc(NC3=C(C#N)C(=O)CC(C)(C)C3)cc2)=C(O)C1	-1%	1%	?	4%	i	-16%	5%	?
CCC(C(=O)Nc1cc(C(=O)Nc2cc(C)ccn2)ccc1Cl)c1ccccc1 (stereo not given)	-1%	13%	3%	0%	18%	-3%	1%	-1%
CCc1c(C)[nH]c(C(=O)OCc2ccccc2)c1C	1%[53 µM]	?	-5%	0%	-7%	-5%	3%[53 µM]	-3%
O=C(O)c1cccc(S(=O)(=O)N2CCN(C(c3ccccc3)c3ccccc3)CC2)c1	0%	-8%	?	-3%	-11%	-6%	-4%	-2%
COC(=O)CSc1nnc(-c2cccs2)n1-c1ccc(Cl)cc1	-1%	-5%	-13%	0%	-3%	-8%	-3%	-4%
Cc1ccc(/C=C/C(=O)NC2=NCCS2)cc1	-6%	-7%	-1%	-3%	2%	-7%	-1%	8%
COc1ccccc1CN=c1c([N+](=O)[O-])nn(-c2ccc3c(c2)OCCO3)n1O	0%	?	6%	8%	i	?	14%	9%
O=C(CSc1nnc2ccccn12)c1ccc(Cl)cc1	1%	-14%	6%	-4%	-5%	.	4%	-7%
Cc1nc(C)c(-c2ccnc(/N=C/NO)n2)s1	-3%	-6%	-2%	14%	-3%	-2%	-5%	9%
O=C(Nc1cccc(Oc2ccc3c(c2)C(=O)NC3=O)c1)c1ccco1	3%	?	2%	-12%	-1%	-9%	-4%	?

Some of the compounds tested; rates above refer to the full screens.
